WT yeast gro inh – growth inhibition of WT yeast, mitochondrial fusion screen | mitochondrial fusion phenotypic screen, WT strain | inhibition, % at 10 µM | actives 2.1% (n = 190,000) | AID 1362; in the data active = inhibition above about 58%; tested in S. cerevisiae
Yfh1-depleted yeast – mitochondrial function rescue without frataxin homolog – Friedreich's ataxia, plus single-dose screen, dose response (AID 1465); S. cerevisiae Yfh1-off respiration, WST-1 reduction, 72 h; higher fold induction means a stronger effect; fold induction at 50 µM, or EC50 in µM where a hit was titrated; actives 0.074% (n = 220,000);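 active = fold induction of absorbance versus untreated yeast above a set limit, then at least 30% activation at any dose in follow-up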;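 also: activators that raise dye reduction in frataxin-depleted yeast; strong numbers were not always called active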
MT stabilizer – microtubule stabilizers in HeLa cells | HeLa tubulin immunostaining HCS, 24 h; share of cells brighter than vehicle mean+2SD | % tubulin-high responders, % at 10 µM | actives 0.83% (n = 200,000) | AID 2205;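 active = plate Z-score above 3 for both tubulin-high and condensed-nucleus cell shares, with cell loss under 80%, at 10 µM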;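 also: anti alpha tubulin signal scored within the nucleus-defined area of each cell; some results filed as inactive read as strong as hits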
b-catenin transl – modulators of beta-catenin nuclear translocation; HeLa beta-catenin nuclear translocation, immunofluorescence imaging; nuclear translocation activity, % at 5 µM; actives 0.3% (n = 190,000); AID 1665;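 active = nuclear translocation activity above 50% at 5 µM, with a well cell count of 50 or more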;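 also: per-cell ratio of nuclear to cytoplasmic median beta-catenin stain intensity; plate controls were DMSO negative control for no effect and GSK-3 inhibitor IX positive control for full effect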
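Read-out: Nuclear/cytoplasmic beta-catenin signal ratio, % activation | Assay system: Human HeLa cell line | Times: 24 h compound exposure at 37°C, 5% CO2 | Signal: Fluorescence imaging of beta-catenin antibody stain plus DAPI | Dosing: 5 µM primary, 0.02–20 µM confirmation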
human PMI inhibition – MPI enzyme activity inhibition – biochemical, fluorescence intensity, coupled assay, primary screen (AID 1209); purified PMI enzyme, coupled fluorescence intensity; higher % means a stronger effect; one-dose inhibition, % at 20 µM; IC50 in µM for titrated hits; actives 0.42% (n = 190,000);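 also: plate controls were DMSO vehicle for no effect and wells lacking substrate for full effect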
human PMI inhibitors – MPI inhibition at elevated mannose 6-phosphate – biochemical, fluorescence intensity, high mannose 6-phosphate, primary screen (AID 1220) | actives 0.66% (n = 190,000) | inhibition, % at 20 µM, or IC50 in µM where a hit was titrated | recombinant PMI enzyme, coupled fluorescence intensity; higher % means a stronger effect
Insulin prom up – MIN6 insulin promoter up-regulation. MIN6 insulin promoter-GFP reporter, high-content imaging; hits give high values. z-score at 5 µM. actives 0.3% (n = 190,000);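 active = z-score above 3 at 5 µM with at least 500 cells counted in the well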
Dynein cargo inh – blocks dynein driven cargo transport along microtubules; 3617.4 mouse cells, GR-EGFP nuclear translocation imaging; test concentration mostly 20 µM; stimulated with dexamethasone, 1 µM; hits give low values; z-score, hits read low; actives 0.47% (n = 220,000);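 active = plate z-score of nuclear minus cytoplasmic receptor signal below a set negative limit, without overly bright fluorescence or cell loss, cut at about -3.5 in these data, passing the limit was not always enough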;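 also: z-score of nuclear minus cytoplasmic ring GR-EGFP intensity difference per well; some compounds called inactive have numbers as strong as hits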
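Also added: dexamethasone, 1.0 µM final. Medium: tet-free, stripped-serum medium. Detection: fixed, Hoechst-stained cells imaged at 10x for EGFP. Read-out: nuclear-to-cytoplasmic GR-EGFP distribution per well. Times: induction 48 h, compound 1 h, agonist 30 min.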
Autophagy HCS – modulators of autophagy. MEF GFP-LC3 puncta imaging; test concentration mostly 10 µM. calls only at 10 µM (by protocol). actives 0.98% (n = 190,000). AID 463193;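 active = percentage of spot-positive cells more than 3 SD above its plate mean, without a fluorescence outlier flag or 80% toxicity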;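 also: spot-positive cell cutoff set from DMSO-treated cells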
WT yeast gro inh mutant strain – second read-out of WT yeast gro inh, no call of its own (marks repeat the call); inhibition, %; mitochondrial fusion phenotypic screen, mutant strain inhibition
Dynein cargo inh cytoplasmic EGFP – recorded beside Dynein cargo inh, whose call it bears; z-score; measured here: cytoplasmic GR-EGFP intensity; hits give high values
Dynein cargo inh nuclear GR-EGFP – further read-out of Dynein cargo inh, marked with its call; z-score; measured here: nuclear GR-EGFP intensity;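 lower value marks the stronger effect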
Dynein cargo inh cell count – also measured in Dynein cargo inh; calls as there; z-score; measured here: cell count per field
Insulin prom up cell count – also measured in Insulin prom up; calls as there; cell count; measured here: cytotoxicity, nuclei count;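 total cells summed across four imaged fields per well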
b-catenin transl cell count 5 µM – second read-out of b-catenin transl, no call of its own (marks repeat the call); cell count; measured here: cell count, cytotoxicity flag
MT stabilizer Hoechst-high % – also measured in MT stabilizer; calls as there; % Hoechst-high responders; measured here: nuclear condensation Hoechst responders;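 share of cells brighter than vehicle mean plus two SD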
MT stabilizer cytotoxicity % – second read-out of MT stabilizer, no call of its own (marks repeat the call); toxicity, %; measured here: cytotoxicity by cell density;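 0% = mean cell density of plate MIN control wells and 100% = no cells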
Autophagy HCS cell loss 18 h – further read-out of Autophagy HCS, marked with its call; toxicity, %; measured here: cell loss, nuclei count;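 cell loss after 18 h compound exposure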
An asterisk follows results filed as active; i = inactive; · = no result given. Rule as the data show it, unless noted: active = inhibition above about 50%; inactive = the rest. Compounds were not picked by outcome. About 5% of those tested had a hit in this group.

SMILES	WT yeast gro inh	WT yeast gro inh mutant strain	Yfh1-depleted yeast	MT stabilizer	MT stabilizer Hoechst-high %	MT stabilizer cytotoxicity %	b-catenin transl	b-catenin transl cell count 5 µM	human PMI inhibition	human PMI inhibitors	Insulin prom up	Insulin prom up cell count	Dynein cargo inh	Dynein cargo inh cytoplasmic EGFP	Dynein cargo inh nuclear GR-EGFP	Dynein cargo inh cell count	Autophagy HCS	Autophagy HCS cell loss 18 h
COc1ccc(S(=O)(=O)Nc2ccc(NC(C)=O)cc2)cc1[N+](=O)[O-]	-5	12	i	2.1	2.3	2.0	0.2	1563	0%	1%	0.17	1379	-0.87	-0.33	-0.49	0.94	i	28
COCCCNC(=O)c1cc2c(=O)n3cc(C)ccc3nc2nc1NCC1CCCO1 (stereo unspecified)	7	2	i	3.5	3.5	9.2	-0.2	1057	16%	2%	-0.8	1511	-2.1	-0.23	-0.79	0.97	i	-6
Brc1ccccc1-c1nnc(SCc2nc3ccccc3s2)o1	7	0	i	2.7	2.6	8.7	-0.7	933	8%	16%	0.07	1361	-0.27	0.22	0.042	0.85	i	7
Cc1noc(C)c1CSCC(=O)OCc1nc2ccccc2c(=O)n1CC#N	-6	-3	i	2.0	1.9	1.7	-4.7	945	17%	34%	1.7	1236	-0.9	-0.21	0.33	0.45	i	4
CC(C)(C)[C@H]1C=C(C(N)=O)O[C@@H](OCc2ccc(CO)cc2)C1	-9	-2	i	4.0	1.8	6.0	-2.6	1206	4%	15%	1.3	1450	-0.66	-0.29	-0.07	0.29	i	-16
CCC(=O)Nn1c(C)nnc1C	-2	11	i	1.7	1.8	6.2	-2.2	901	-4%	7%	0.43	1326	-0.19	-0.2	-0.0083	-0.32	i	10
O=C(CCCCCN1C(=O)c2cccc3cccc(c23)C1=O)NC1CCS(=O)(=O)C1 (stereo unspecified)	·	·	i	·	·	·	0.7	1293	·	·	-0.69	957	0.98	-0.12	1.2	-2.3	·	·
CCOC(=O)C1=C(N)Oc2c(oc(CO)cc2=O)C1c1ccccc1 (stereo unspecified)	-5	5	i	2.8	0.9	0.8	-1.8	1088	4%	-3%	-0.67	1227	2.9	-0.29	1.3	-1.2	i	8
O=C(Nc1cccc(C(F)(F)F)c1)c1cccnc1N1CCN(CCO)CC1	-11	4	i	3.3	2.9	5.7	0.2	1132	5%	1%	-0.32	1868	0.23	0.33	0.37	0.44	i	-6
CN(Cc1nc(-c2cnccn2)no1)Cc1n[nH]c2c1CCCC2	7	12	i	1.3	2.0	3.7	3.2	975	-1%	-2%	-0.32	1305	1.4	-0.15	1	-1.2	i	28
COc1ccc(CN(CCC(c2ccccc2)c2ccc(OC(C)C)cc2)C(=O)CCl)cc1OC (stereo unspecified)	34	14	i	11	11	20	0.3	920	14%	3%	-1.9	559	-6.9*	0.9*	-3*	0.49*	i	7
NC(=O)C1CCN(c2ncc(C(F)(F)F)cc2Cl)CC1	-14	6	i	6.8	1.6	14	-0.1	1135	-10%	-6%	-1	1273	-1.3	-0.32	-0.83	1.3	i	7
CCCN1C2=NCCN2c2cc(C)c(C)cc21	16	16	i	0.9	1.6	7.8	-2.9	784	-3%	-2%	0.48	1472	0.5	-0.0042	0.23	-0.0098	i	-13
CC1(C)CC(=O)c2sc(NC(=O)Cc3cccs3)nc2C1	-12	-1	i	3.8	1.9	3.9	-1.4	1062	5%	10%	0.98	1192	-0.78	0.9	-0.34	0.9	i	-6
Cc1cc(NC(=O)CCC(=O)N(CC(=O)NC2CCCC2)c2cccc(C)c2C)no1	·	·	i	3.9	1.5	1.2	·	·	·	·	·	·	1.2	-0.22	0.31	-0.46	i	-1
COc1ccc(NC(=O)N2CCCC(CNS(=O)(=O)c3cccs3)C2)c(C)c1 (stereo unspecified)	-22	3	i	2.1	1.5	1.9	-0.1	1018	-3%	2%	0.39	1481	0.11	-0.31	0.1	0.41	i	-8
CCN1CCN(c2nn3c(=O)c4ccccc4nc3c3ccccc23)CC1	-1	-4	i	1.8	1.2	1.5	0.6	1290	-6%	-2%	-0.05	1537	0.41	1.1	0.56	-0.62	i	6
Cn1c(SCC(=O)c2ccc3c(c2)OCO3)nnc1C1COc2ccccc2O1 (stereo unspecified)	-2	14	i	3.7	1.6	11	-4.9	1062	6%	1%	0.68	1965	0.41	-0.068	0.62	-1.1	i	16
Cc1cccc(CSc2nc3c(c(-c4cccs4)c2C#N)CN(C)CC3)c1	12	-13	i	5.3	2.0	15	1.4	944	70%*	·	-0.1	1309	-0.52	2.5	0.46	0.58	i	2
CCOC(=O)C1=C(Cn2cnc3ccccc32)NC(=O)NC1c1cc(C)ccc1C (stereo unspecified)	16	2	i	2.3	1.3	1.3	·	·	19%	11%	-0.21	1260	-0.44	-0.21	-0.00054	0.084	i	-6
O=C(CNS(=O)(=O)c1ccccc1)N/N=C\c1ccc(Cl)cc1	7	-3	i	2.0	3.2	6.3	-4.0	1123	8%	-1%	0.47	1560	0.26	-0.2	-0.079	-0.12	i	13
CC1CCCN(C(=O)CSCC(=O)Nc2nc(-c3cccs3)cs2)C1 (stereo unspecified)	20	28	i	4.9	1.9	7.6	·	·	-4%	-4%	1.1	947	-0.24	-0.19	-0.13	0.2	i	-3
Cc1ccc(S(=O)(=O)N2CCOCC2)cc1NC(=O)COC(=O)CSc1ccc(Br)cc1C	-8	-9	i	2.0	1.8	21	-2.8	1163	8%	4%	1.3	896	1.7	-0.078	1.6	-0.9	i	-8
C#Cc1ccc([C@@H]2C=C(C(=O)NC3CC3)O[C@H](OCC)[C@H]2CCCO)cc1	·	·	i	·	·	·	-0.3	1383	·	·	1.3	905	-0.85	-0.76	-0.35	0.27	·	·
O=C(N/N=C/c1ccc(Cl)s1)c1ccccc1[N+](=O)[O-]	·	·	i	·	·	·	-0.7	1311	·	·	-0.16	1081	0.22	-0.14	0.26	-0.92	·	·

Brought forward from above: two compounds, followed by the next part.
SMILES	WT yeast gro inh	WT yeast gro inh mutant strain	Yfh1-depleted yeast	MT stabilizer	MT stabilizer Hoechst-high %	MT stabilizer cytotoxicity %	b-catenin transl	b-catenin transl cell count 5 µM	human PMI inhibition	human PMI inhibitors	Insulin prom up	Insulin prom up cell count	Dynein cargo inh	Dynein cargo inh cytoplasmic EGFP	Dynein cargo inh nuclear GR-EGFP	Dynein cargo inh cell count	Autophagy HCS	Autophagy HCS cell loss 18 h
C#Cc1ccc([C@@H]2C=C(C(=O)NC3CC3)O[C@H](OCC)[C@H]2CCCO)cc1	·	·	i	·	·	·	-0.3	1383	·	·	1.3	905	-0.85	-0.76	-0.35	0.27	·	·
O=C(N/N=C/c1ccc(Cl)s1)c1ccccc1[N+](=O)[O-]	·	·	i	·	·	·	-0.7	1311	·	·	-0.16	1081	0.22	-0.14	0.26	-0.92	·	·
Cc1ccc(C(=O)N/C(=C\c2cccnc2)c2nc3ccccc3[nH]2)cc1	12	8	i	4.4	2.6	8.0	0.0	1020	4%	3%	0.37	1585	0.41	-0.047	0.13	-0.45	i	34
Fc1ccc(-c2nn3c(C4COc5ccccc5O4)nnc3s2)cc1 (stereo unspecified)	16	48	·	1.9	3.0	9.2	-2.8	915	8%	2%	0.04	1519	-0.61	1.1	-0.058	0.55	i	-15
Cc1ccc(-c2nc(NCc3cccnc3)c3ccccc3n2)cc1	55	47	i	4.5	2.2	2.1	·	·	16%	4%	-0.21	1393	-0.00071	-0.26	-0.014	0.36	i	-1
Oc1[nH]c2ccc(Br)cc2c1N=NC(=S)N1CCOCC1	·	·	i	·	·	·	1.1	1252	·	·	1.3	1444	0.74	-0.25	0.21	1.4	·	·
CCn1c(=O)c2cc(C(=O)N3CCN(C(=O)c4ccco4)CC3)sc2c2ccccc21	11	-3	i	5.7	2.0	13	-1.2	1087	6%	6%	-0.02	1514	-0.57	-0.24	-0.021	0.16	i	7
COc1ccc(NC(=O)CCc2nc(-c3ccc(C)cc3)no2)cc1Cl	-1	-1	i	2.3	2.4	6.8	-1.1	773	9%	6%	-0.41	1009	-0.75	-0.26	-0.39	0.86	i	25
CCOc1ccccc1NC(=O)c1cc(C(=O)c2cc(Br)ccc2O)coc1=N	14	10	i	12*	41*	27*	·	·	6%	5%	0.82	1090	0.09	-0.31	-0.33	-0.15	i	-4
CCCN(CCC)C(=O)c1c(NC(=O)CC)sc2c1CCCCC2	27	9	i	2.8	1.0	4.1	·	·	10%	10%	·	·	-0.56	-0.24	0.046	-0.27	i	-15
CCn1c2ccccc2c2cc(NC(=O)COC(=O)c3ccccc3F)ccc21	10	-3	i	6.0	2.4	0.3	-0.7	903	11%	5%	·	·	0.15	-0.32	-0.051	0.21	i	2
CCc1c(O)nc(SCC(=O)Nc2ccccc2)n(-c2ccccc2)c1=O	8	0	i	4.5	2.2	4.7	-0.9	1123	-1%	-3%	-0.03	1377	0.28	-0.11	0.32	0.78	i	2
COc1ccc(S(=O)(=O)N2CC(O)CC2C(=O)Nc2cccnc2)cc1 (stereo unspecified)	·	·	i	·	·	·	-3.2	1113	·	·	0.62	1361	-0.73	-0.25	-0.41	0.89	·	·
Cc1cc(/C([O-])=C(/C(=S)Nc2ccc(F)cc2)[n+]2ccccc2)c(C)n1Cc1ccccc1Cl	-1	16	i	6.9	2.6	8.8	-0.3	1043	1%	37%	-0.01	1276	0.066	0.14	0.52	0.57	i	4
O=C1NNC(c2ccccc2)=N/C1=C\c1ccco1	·	·	i	·	·	·	-2.5	1052	·	·	0.37	1449	-2.6	0.39	-1.2	-0.66	·	·
CC(=O)N/C(=C/c1ccc2c(c1)OCO2)C(=O)O	14	7	i	3.8	1.0	7.6	1.6	916	0%	-4%	0.37	1522	0.18	-0.28	0.13	0.91	i	6

Bioassay records from PubChem.
